Anthrax LF inh2: inhibitors of Bacillus anthracis lethal factor protease | P15917 | inhibition, % at 10 µM | multiplex microsphere protease cleavage assay, LF | 360,000 tested, 0.12% active; also: plate controls were buffer without enzyme for full effect and enzyme alone for no effect
Target sequence (P15917 whole entry, looked up): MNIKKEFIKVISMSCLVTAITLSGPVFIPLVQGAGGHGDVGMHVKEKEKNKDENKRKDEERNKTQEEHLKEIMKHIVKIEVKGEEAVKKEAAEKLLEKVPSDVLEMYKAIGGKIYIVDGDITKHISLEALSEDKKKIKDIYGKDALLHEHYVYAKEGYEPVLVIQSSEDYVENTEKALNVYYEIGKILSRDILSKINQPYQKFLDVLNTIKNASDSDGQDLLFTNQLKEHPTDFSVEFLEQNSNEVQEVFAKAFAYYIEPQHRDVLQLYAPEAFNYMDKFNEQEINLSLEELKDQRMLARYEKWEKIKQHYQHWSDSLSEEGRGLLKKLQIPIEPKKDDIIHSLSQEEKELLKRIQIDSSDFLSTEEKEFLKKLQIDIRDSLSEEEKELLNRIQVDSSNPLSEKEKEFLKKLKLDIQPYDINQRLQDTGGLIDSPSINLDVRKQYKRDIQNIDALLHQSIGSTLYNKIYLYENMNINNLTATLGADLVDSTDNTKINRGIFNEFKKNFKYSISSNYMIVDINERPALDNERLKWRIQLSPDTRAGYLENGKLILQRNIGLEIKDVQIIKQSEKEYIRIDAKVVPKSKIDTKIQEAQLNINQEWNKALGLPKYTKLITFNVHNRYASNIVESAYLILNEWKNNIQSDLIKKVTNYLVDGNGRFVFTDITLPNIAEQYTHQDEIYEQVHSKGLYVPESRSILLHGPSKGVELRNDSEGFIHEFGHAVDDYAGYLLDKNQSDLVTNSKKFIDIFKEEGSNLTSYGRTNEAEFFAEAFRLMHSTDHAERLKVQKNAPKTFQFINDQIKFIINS
MazF activator: increases E. coli MazEF RNase cleavage of RNA; 350,000 tested, 0.32% active; activation, % at 20 µM; FAM/BHQ RNA-DNA oligo cleavage fluorescence, 5 h; in the data active = activation above about 50%
Target sequence (P0AE70 whole entry, looked up): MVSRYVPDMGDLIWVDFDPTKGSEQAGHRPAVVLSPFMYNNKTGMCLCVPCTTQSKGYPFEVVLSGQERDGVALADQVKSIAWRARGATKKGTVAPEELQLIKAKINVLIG
SSB-PriA inh: inhibitors of Klebsiella pneumoniae PriA binding to SSB C-terminal tail; AlphaScreen SSBct-PriA binding, biotinylated peptide; inhibition, % at 33 µM; 430,000 tested, 0.6% active; AID 1272365; in the data active = inhibition mostly above about 37%, no sharp cut-off; inactive = mostly below about 20%;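 also: plate controls were negative control peptide for no effect and reference peptide for full effect; strong numbers were not always called active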
3CLpro inhibitor: SARS-CoV 3CLpro protease inhibition; recombinant SARS-CoV 3CLpro, quenched FRET peptide cleavage; 290,000 tested, 0.14% active; inhibition, % at 6 µM; P0C6X7; in the data active = inhibition above about 12%
BoNT A protease: BoNT A light chain protease inhibition | multiplex microsphere protease substrate cleavage, flow cytometry | inhibition, % at 10 µM | 360,000 tested, 0.17% active; also: plate controls were buffer without enzyme for full effect and enzyme alone for no effect
BoNT-F LC inh: BoNT F light chain protease inhibition | Multiplex microsphere protease cleavage assay, flow cytometry | inhibition, % at 10 µM | 360,000 tested, 0.22% active; in the data active = inhibition above about 35%, passing the limit was not always enough; inconclusive = no clear call, values can overlap the other calls; also: plate controls were buffer without enzyme for full effect and enzyme alone for no effect
Rv3671c inh: inhibits the M. tuberculosis serine protease Rv3671c. AID 2606. inhibition, % at 5.96 µM. 320,000 tested, 0.048% active; in the data active = inhibition above about 38%;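 also: extracellular domain of Rv3671c used as enzyme; 0% = enzyme with DMSO and 100% = no enzyme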
PrPC TRFRET: reduces human prion protein on the cell surface; P04156; cell surface PrPC, TR-FRET read-out; inhibition, % at 13.8 µM; 370,000 tested, 0.43% active; AID 720596; in the data active = inhibition above about 24%; also: 0% = median of the test wells and 100% = reference compound wells
CCHFV vOTU inh: blocks the CCHF virus ovarian tumor domain protease; CCHFV vOTU protease, Pep-AMC fluorescence; inhibition, % at 11.5 µM; 370,000 tested, 0.55% active; in the data active = inhibition above about 30%; also: 0% = vehicle wells with enzyme and 100% = no enzyme wells
VHR inh abs: DUSP3 (human) phosphatase inhibition. inhibition, % at 13.3 µM. P51452. 290,000 tested, 0.52% active. recombinant VHR phosphatase, pNPP absorbance; in the data active = inhibition above about 50%; also: some compounds called inactive have numbers as strong as hits
Active calls of the source: *; ? = inconclusive; nt = not tested or not shown; & = joins results of further samples. Rule as the data show it, unless noted: active = inhibition above about 30%; inconclusive = no clear call, values can overlap the other calls; inactive = below that.

No.	smiles	Anthrax LF inh2	MazF activator	SSB-PriA inh	3CLpro inhibitor	BoNT A protease	BoNT-F LC inh	Rv3671c inh	PrPC TRFRET	CCHFV vOTU inh	VHR inh abs
1	Cn1c(CNC(=O)c2ccc(Cl)cc2)nnc1SCC(=O)NC1=NCCS1	1	6	4	0	-1.7	7	-2	6	-15	36
2	O=C(NCCCO)c1nnc(Cc2c(F)cccc2Cl)o1	-6	-1	-10	3	0.6	1	-4	8	-11	-15
3	CN1C(=O)/C(=C/c2ccc(OCc3ccc(F)cc3)cc2)NC1=S	-4	1	-7	-4	-1.8	-22	-6	3	-6	31
4	O=C(CSc1nccn1-c1ccc(Cl)cc1)Nc1ccc2c(c1)OCO2	-1	0	18	-2	-0.9	0	8	6	12	-8
5	CCOC(=O)C1CCN(C(=O)CSc2nccc(C)n2)CC1	-6	-3	0	-3	0.9	-4	9	-2	-10	23
6	Cc1ccc(NC(=O)c2sc(Cl)nc2C)c(C)c1	-1	-8	-7	-4	0.2	-3	4	3	-7	12
7	CC(=O)Nc1nonc1-c1nc2ccccc2n1Cc1ccccn1	nt	7	-19	1	nt	nt	-1	8	3	22
8	O=C(CCl)N1N=C(c2ccco2)CC1c1cccs1 (centres undefined)	-3	-1	8	9	1.4	11	1	nt	nt	0
9	Cc1ccc2nc(SCC(=O)NCc3cccs3)[nH]c2c1	-2	8	-26	5	-0.2	3	-4	11	0	10
10	COc1ccc(-c2cc(=O)oc3cc(OCC(=O)Nc4ccccn4)ccc23)cc1	-2	-104	-3	0	-0.5	2	-15	-6	6	10
11	C=C(C)Cc1c(C)c(C#N)c2nc3ccccc3n2c1N1CCCCC1	-4	2	-10&-15	0	0.7	8	-8	3	-6	24
12	Cc1ccc[n+](CC(=O)Nc2c(Cl)cc(Cl)cc2Cl)c1	-5	1	2	3	0.5	-3	1	1	14	30
13	Cc1oc(-c2cc(F)cc(F)c2)nc1CN1CCN(C(=O)c2ccco2)CC1	1	1	6	3	-0.6	2	-2	-2	8	19
14	c1ccc(-c2ccc3c(n2)CCCO3)cc1	9	6	-5	nt	0.7	3	-9	1	-5	nt
15	CC(C)NC(=O)c1ccccc1NC(=O)Cc1ccc(Br)cc1	0	6	1	3	-0.6	1	2	4	-7	2
16	O=C1CSC(=S)N1c1cccc(O)c1	-8	-3	-2	1	0.5	2	nt	-5	6	31
17	O=c1c2ccccc2nc2n1C(CSc1ccc(F)cc1)CS2 (centres undefined)	0	-1	-3	-3	-0.5	-1	0	-4	-1	10
18	CCOC(=O)N1CCN(S(=O)(=O)c2ccc(F)c(C(=O)Nc3cc(C)cc(C)c3)c2)CC1	-3	1	-11	-1	2.3	3	3	-6	17	-5
19	O=C(CCNC(=O)c1ccco1)Nc1ccc(Cl)cc1	-6	13	3	0	-1.8	-2	-1	6	4	24
20	Clc1cc(Cl)cc(Nc2ncn[nH]2)c1	3	1	-10	-3	-0.6	2	8	1	-6	14
21	O=C(COC(=O)c1n[nH]c2ccccc12)NC(=O)NC1CCCCC1	0	9	-4	1	0.1	-12	-3	3	21	14
22	O=C1CC(N2CCC(c3nc4ccccc4o3)CC2)C(=O)N1c1ccc(Cl)c(C(F)(F)F)c1 (centres undefined)	5	3	3	-6	0.0	-2	-7	4	6	4
23	O=C(NCc1ccco1)c1ccc(Cn2c(=O)c3sccc3n(Cc3cccc(F)c3)c2=O)cc1	1	15	-9	0	-1.3	-5	-6	-3	-7	5
24	CC(C)(C)OC(=O)NCCCCCNC(=O)c1[nH]cnc1C(=O)N[C@@H](Cc1ccccc1)C(=O)OC(C)(C)C	4	12	7	nt	0.8	2	-17	nt	nt	nt
25	COc1ccc(C2CC(=O)c3cnc(N)nc3C2)c(OC)c1 (centres undefined)	-2	5	-2	0	-0.4	1	nt	4	-6	50
26	N#CCSc1nc2ccccc2c(=O)n1CC1CCCC1	1	9	-9	-1	-0.4	-6	5	3	-4	3
27	CCCN1CCN(CC(=O)Nc2nc3ccccc3s2)CC1	-7	8	-7	8	1.0	-28	nt	-4	-7	25
28	Cc1ccc(N(CC(=O)NC2CCCCC2)C(=O)Cn2nnc(-c3ccc(C)o3)n2)cc1	-5	15	13	7	-0.3	-2	2	-3	12	21
29	COc1ccc(-c2oc3ccccc3c(=O)c2OC(C)=O)cc1	19	-2	-12	1	20	5	2	0	-168	14
30	CCC(=O)N(CCc1ccccc1)Cc1cc2cc3c(cc2[nH]c1=O)OCO3	-2	-5	-6	3	-2.8	-4	-5	-3	-11	9

Compounds 20–30, quoted:
No.	smiles	Anthrax LF inh2	MazF activator	SSB-PriA inh	3CLpro inhibitor	BoNT A protease	BoNT-F LC inh	Rv3671c inh	PrPC TRFRET	CCHFV vOTU inh	VHR inh abs
20	Clc1cc(Cl)cc(Nc2ncn[nH]2)c1	3	1	-10	-3	-0.6	2	8	1	-6	14
21	O=C(COC(=O)c1n[nH]c2ccccc12)NC(=O)NC1CCCCC1	0	9	-4	1	0.1	-12	-3	3	21	14
22	O=C1CC(N2CCC(c3nc4ccccc4o3)CC2)C(=O)N1c1ccc(Cl)c(C(F)(F)F)c1 (centres undefined)	5	3	3	-6	0.0	-2	-7	4	6	4
23	O=C(NCc1ccco1)c1ccc(Cn2c(=O)c3sccc3n(Cc3cccc(F)c3)c2=O)cc1	1	15	-9	0	-1.3	-5	-6	-3	-7	5
24	CC(C)(C)OC(=O)NCCCCCNC(=O)c1[nH]cnc1C(=O)N[C@@H](Cc1ccccc1)C(=O)OC(C)(C)C	4	12	7	nt	0.8	2	-17	nt	nt	nt
25	COc1ccc(C2CC(=O)c3cnc(N)nc3C2)c(OC)c1 (centres undefined)	-2	5	-2	0	-0.4	1	nt	4	-6	50
26	N#CCSc1nc2ccccc2c(=O)n1CC1CCCC1	1	9	-9	-1	-0.4	-6	5	3	-4	3
27	CCCN1CCN(CC(=O)Nc2nc3ccccc3s2)CC1	-7	8	-7	8	1.0	-28	nt	-4	-7	25
28	Cc1ccc(N(CC(=O)NC2CCCCC2)C(=O)Cn2nnc(-c3ccc(C)o3)n2)cc1	-5	15	13	7	-0.3	-2	2	-3	12	21
29	COc1ccc(-c2oc3ccccc3c(=O)c2OC(C)=O)cc1	19	-2	-12	1	20	5	2	0	-168	14
30	CCC(=O)N(CCc1ccccc1)Cc1cc2cc3c(cc2[nH]c1=O)OCO3	-2	-5	-6	3	-2.8	-4	-5	-3	-11	9

New compounds follow:
No.	smiles	Anthrax LF inh2	MazF activator	SSB-PriA inh	3CLpro inhibitor	BoNT A protease	BoNT-F LC inh	Rv3671c inh	PrPC TRFRET	CCHFV vOTU inh	VHR inh abs
31	Clc1ccccc1Nc1nc(-c2cccnc2)cs1	0	8	-11	14*	-0.1	1	-12	1	1	-14
32	CC1(C)CC(C(CCN(Cc2ccccc2)C(=O)c2ccco2)c2ccc(F)cc2)CCO1 (centres undefined)	-1	3	7	2	-0.5	-4	1	11	33*	1
33	CCOC(=O)c1ccc(-n2c(=S)sc3c(=O)[nH]c(C)nc32)cc1	1	4	1	-4	-0.2	2	-2	nt	nt	-5
34	Cc1ccc2cc(CCNS(=O)(=O)c3ccc(Cl)cc3)c(=O)[nH]c2c1C	-7	11	-13	-4	-2.8	-8	-5	4	9	31
35	O=C1CCC[C@@H]2C[C@@]3(C[C@@H]4CCN1[C@H]24)Nc1cc(Cl)ccc1NC3=NCc1ccccc1	-6	9	9	nt	-0.4	3	nt	-8	1	nt
36	N#Cc1ccc(C(=O)NC2=NCCS2)cc1	4	5	-9	4	0.5	-1	0	-2	-8	23
37	CN(C)S(=O)(=O)c1ccc(Cl)c(NC(=O)CN2CCC(Cc3ccccc3)CC2)c1	-1	-6	9	0	0.3	-7	-4	-2	11	3
38	CCNC(=S)N(Cc1cc2cc(C)c(C)cc2[nH]c1=O)C1CCCC1	-4	4	-12	3	0.9	-1	-1	1	3	4
39	CC(OC(=O)CCN=C1NS(=O)(=O)c2ccccc21)C(=O)c1ccccc1 (centres undefined)	-1	5	-4	nt	-6.0	-6	2	-1	-5	nt
40	CCC(=O)Nc1cccc(NC(=O)c2ccc(C)c([N+](=O)[O-])c2)c1	0	0	10	1	0.0	0	3	-9	6	31
41	O=C(NN=c1c(=O)c2ccccc2c1=O)c1ccccc1	0	11	-7	-5	0.3	-1	-144	-13	23	7
42	NS(=O)(=O)c1ccc(Nc2ncccc2[N+](=O)[O-])cc1	-2	13	-1	-3	-0.1	-4	0	-72	-8	13
43	COc1cc(/C=N/N(C)C)ccc1OC(=O)c1ccco1	-1	-2	nt	-4	-0.6	0	4	-5	1	17
44	N#Cc1ccc(OCC(=O)N2CCN(S(=O)(=O)c3ccc(Cl)s3)CC2)cc1	-5	-1	-1	nt	-0.2	5	-1	-4	-3	nt
45	C/C(=N\N1CCN(c2ccccc2)CC1)c1ccccc1O	-10	1	nt	-7	-0.9	17	-4	2	8	13
46	CC(=O)Nc1ccc(OCCOc2ccc(/C=C3\C(=N)N4N=C(C(C)C)SC4=NC3=O)cc2)cc1	0	-8	-13	-1	-0.4	-9	-4	5	-14	-8
47	COc1ccc(OCC(=O)Nc2nccs2)cc1	3	15	-8	0	0.3	5	-1	9	6	18
48	Cc1ccccc1-c1nc(Cc2ccccc2)no1	-4	0	-98	4	0.3	8	2	5	1	13
49	N/C(=N\OC(=O)c1ccc2ccccc2c1)c1ccncc1	-1	1	nt	-3	-0.5	-7	-11	-2	-10	15
50	COc1ccc(C(=O)COC(=O)C2CCCN2C(=O)C23CC4CC(CC(C4)C2)C3)cc1 (centres undefined)	-1	2	-13	8	-1.3	-5	-8	3	0	20
51	Cc1cc(C(=O)NC(C)C2CC2)c(Cl)cc1Cl (centres undefined)	-16	-18	-9	1	1.8	-44	3	-6	-8	-4
52	O=C1c2cc(S(=O)(=O)N(CCO)CCO)ccc2-c2ccc(S(=O)(=O)N(CCO)CCO)cc21	1	-2	5	nt	-0.9	-6	-2	-62	0	nt
53	CCc1nnc(NC(=O)c2ccc(-c3ccccc3F)o2)s1	0	0	-1&-9	2	-0.1	0	-9	6	2	8
54	COc1ccc(-n2nc(C(=O)NCC(=O)N3CCN(C)CC3)c3ccccc3c2=O)cc1OC	0	6	2	5	0.3	-6	-7	-8	-4	-8
55	Cn1c(=O)cc(OCC(=O)NCCCN2CCN(c3ccccc3F)CC2)c2ccccc21	0	0	-9	-8	4.2	8	10	-16	-3	0
56	NS(=O)(=O)c1ccc(S(=O)(=O)N(CCc2ccccc2)Cc2ccccn2)cc1	-10	5	11	0	-1.9	?	-10	-6	-8	30
57	CCc1ccccc1N(CC(=O)N1CCN(c2ccccc2F)CC1)S(C)(=O)=O	-1	1	-6	-1	0.7	22	1	1	7	8
58	CCOC(=O)C1CCCN(C(=O)CN(c2ccc(OC)cc2)S(=O)(=O)c2c(C)noc2C)C1 (centres undefined)	-8	-11	-9	-2	-0.1	1	3	2	1	-4
59	Cc1ccn(CCC(=O)N2c3ccccc3CC2C)n1 (centres undefined)	4	8	1	2	2.9	3	4	-3	-7	4
60	Oc1ccc2ccccc2c1CNc1ccccn1	-1	1	5	-1	-2.1	2	-1	-5	-2	9
61	O=C(NCCNC(=O)c1ccc(-c2cccc(Cl)c2)o1)c1cnccn1	1	7	nt	nt	-0.3	-3	nt	-3	2	nt
62	O=C(CSc1ncnc2nc[nH]c12)N1CCN(c2ccccc2)CC1	-4	-6	-1	-5	1.1	3	0	-2	-5	18
63	CCCOn1c(OCC(C)C)nc2ccccc2c1=O	1	1	-41	4	0.0	-28	9	-7	12	19

Assay outcomes as filed in PubChem BioAssay.

An excerpt; the hit share may differ from the screen's.
